Screening data from PubChem.
A549 tox – kills or reduces viability of A549 cells in Nrf2 counter-screen | hit rate 0.16% among 390,000 | A549 ARE-Fluc cells, CellTiter-Fluor viability, 18-24 h | AID 504648 | Potency, µM (titrated, usually from 46 µM), for inactives: at the top dose activity change, negative = cytotoxicity, actives largely listed as inhibitors; further: potency means the concentration at half of the fitted maximal effect; on the % scale 0 is the no-effect control and ±100 the full control effect
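Cytotoxicity counterscreen: CellTiter-Fluor fluorescence was measured in A549 ARE_Fluc cells after 18-24 h of compound exposure in a concentration series. The subsequent BugLite luminescent read reports ARE-luciferase activity.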
HepG2 tox – kills HepG2 cells in TGF-b inhibitor counter-screen; HepG2 CAGA-GFP viability, ATP luminescence, 18 h; Potency, µM (highest dose often 46.1 µM), without a hit: top-dose activity change, negative = cytotoxicity, most hits filed as cytotoxic; hit rate 0.76% among 410,000; AID 588856; further: potency means the concentration at half of the fitted maximal effect; some results filed as inactive show a strong effect at the top dose
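CellTiter-Glo luminescence gave cytotoxicity after 18 hours at 37 degrees C. The cells were HepG2 CAGA-GFP in 1% FBS DMEM, stimulated with 500 pg/mL TGF-beta after compound addition. %Activity was normalised to no-cell wells (complete cell-killing) and DMSO (no toxicity), and curves were fitted and classified.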
Nrf2 block – blocks Nrf2 signaling; A549 ARE-Fluc reporter, luciferase luminescence, 18-24 h; AID 504444; hit rate 2.1% among 360,000; Potency, µM (top dose mostly 46 µM), for the others: at the highest dose activity change, negative = inhibition, hits mostly inhibitors; further: potency means the concentration at half of the fitted maximal effect; on the % scale 0 is the no-effect control and ±100 the full control effect; nearly all actives have a fitted effect of over 60% in size
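Nrf2 activity is the BugLite luminescence, read 15 min after reagent at room temperature, following CellTiter-Fluor cytotoxicity readout (30 min, 37C). Compound titrations were applied for 18-24 h to 5000 A549 ARE_Fluc cells/well in 5% FBS OPTI-MEM.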
pAkt inh – blocks phosphorylation of Akt; activity change, % for hits at 50 µM; hit rate 0.32% among 360,000; Neuro2A IGF-stimulated pAkt S473 HTRF, 20 min; active compounds read low; in the data active means activity change below about -80%; inconclusive means mostly about -51% to -80%; further: on the % scale 0 is the no-effect control and ±100 the full control effect
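Neuro2A cells (4,500/well, DMEM with 0.5% FBS) were treated with compound at a single 50 µM final concentration, stimulated with 6 nM IGF for 20 min at 37 °C, and lysed. Phospho-Akt Ser473 was read by HTRF as 665/615 ratio ×10^4.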
Nrf2 activator – activators of Nrf2 (ARE) signaling; Potency, µM (doses to about 46.1 µM), without a hit: at the top dose activation, usual class: activators; AID 624171; hit rate 0.31% among 410,000; AREc32 ARE-luciferase reporter (MCF7-derived line), luminescence, 24 h; further: potency means the concentration at half of the fitted maximal effect; % of control where 0% means no effect; nearly all actives have a fitted effect of over 65% in size
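For detection, Steady-Glo was added and plates sat 30 min at RT; before that, AREc32_Fluc cells grown overnight in OPTI-MEM/5% FBS had been treated with 23 nL compound for 24 hr at 37 deg C.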
Abeta rescue – restores growth of yeast expressing A-beta42 peptide; yeast expressing A-beta42, growth rescue, OD600, 48 h; response scale: 0% DMSO, 100% iron-clioquinol control; Potency, µM (top dose mostly 46.1 µM), for the others: at the top dose growth rescue, actives largely listed as activators; hit rate 0.063% among 410,000; further: potency means the concentration at half of the fitted maximal effect; nearly all actives have a fitted effect of over 55% in size
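Growth rescue measured by 600 nm absorbance after 48 h yeast culture at 30 C with compound. Values normalized between DMSO and an equimolar ferric chloride plus clioquinol control.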
CCT chaperon mod – cytosolic chaperonin activity modulation; purified chaperonin ATPase assay, HTRF ADP detection, 30 min; activity change, % (test concentration not listed), hits read low; hit rate 0.3% among 360,000; in the data active means activity change below about -30%; further: on the % scale 0 is the no-effect control and ±100 the full control effect
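TRiC at 40 or 20 nM final (batch-dependent) in 30 mM Tris pH 7.4, 100 mM KCl, 5 mM MgCl2, 1 mM DTT, with compound at single 76 uM and 10 uM ATP, 30 min at 37 deg C. ADP detected by HTRF Transcreener, 665/615 ratio.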
TGFb inhibitor – blocks TGF-b signaling. AID 588855. Potency, µM (titrated, usually from 46.1 µM), inactives show top-dose activity, negative = inhibition, usual class: inhibitors. HepG2 CAGA-GFP TGF-b/SMAD3 reporter, GFP fluorescence, 18 h; TGF-beta stimulated, 500 pg/mL final. hit rate 1.2% among 410,000; further: potency means the concentration at half of the fitted maximal effect; on the % scale 0 is the no-effect control and ±100 the full control effect; nearly all actives have a fitted effect of over 65% in size
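GFP signal (ex488/em500-530) from TGF-beta-stimulated HEPG2 CAGA-GFP cells, 500 pg/mL final, 18 h at 37 degrees C in DMEM plus 1% FBS, normalized to unstimulated and DMSO-stimulated controls.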
MmCpn inh – inhibitors of Methanococcus maripaludis chaperonin (MmCpn) | purified Mm-Cpn ATPase, ADP Transcreener TR-FRET | Potency, µM (titrated, usually from 76.9 µM), without a hit: top-dose activity, negative = inhibition, hits mostly inhibitors | hit rate 0.031% among 330,000 | AID 504842; further: potency means the concentration at half of the fitted maximal effect; on the % scale 0 is the no-effect control and ±100 the full control effect; nearly all actives have a fitted effect of over 80% in size
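ATPase turnover read by TR-FRET ADP competition (Eu cryptate antibody/ADP-d2, 665/590 nm): 10uM ATP final, 25nM Mm-CPN final, 30 min 37degC after 10-min compound preincubation, pH 7.4 Tris/KCl/MgCl2/DTT buffer.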
* = called active by the depositor; i = inactive; ? = inconclusive; nt = not tested or not shown; [ ] = remark or other dose. Unless noted, the call rests on the fitted dose curve; in most records, active means well fitted curve in the direction sought with a large enough effect; inconclusive means small, poorly fitted or top-dose-only effect, or another doubt; inactive means no such curve, though single readings can be large; an effect the other way counts as inactive or inconclusive. Not a hit list (roughly 4.3% active in at least one column).

Structure,A549 tox,HepG2 tox,Nrf2 block,pAkt inh,Nrf2 activator,Abeta rescue,CCT chaperon mod,TGFb inhibitor,MmCpn inh
CC1(C)CC(=O)C=C(NC2CC(C)(C)NC(C)(C)C2)C1,-2%,2%,8%,i,-1.0%,-18%,-1.0,-6%,0%
CCN(c1ccccc1)S(=O)(=O)c1ccc(OC)c(NS(=O)(=O)c2cccs2)c1,10%,5%,?,i,-0.7%,13%,1.0,-1%,1%
CCn1nccc1NC(=O)c1csc([C@@H]2C[C@H](O)[C@@H](CO)O2)n1,nt,-2%,nt,i,0.0%,-18%,0.2,2%,nt
CCc1ccc(N2C(=O)CN(CC(=O)OC)C2=S)cc1,0%,-5%,11%,i,-0.5%,-1%,-1.9,1%,0%
CCc1nc2ccc(C(=O)NCCCN3CCCC3=O)cn2c1N(C)Cc1ccc(OC)cc1,nt,3%,nt,i,3.0%,-10%,0.4,-3%,nt
COCCNC(=O)CSc1nc2cc(OC)c(OC)cc2c(=O)n1CCC1=CCCCC1,nt,-13%,7%,i,0.0%,1%,-1.3,-4%,0%
Cc1ccn2cc(CCNC(=O)COc3ccccc3)nc2c1,-3%,5%,2%,i,-0.4%,20%,-7.4,2%,2%
CN(C(=O)c1ccc(OC2CCN(Cc3ccccn3)CC2)cc1)C1CCCCC1,-5%,-16%,0%,i,-0.6%,9%,-0.4,-9%,3%
COc1ccccc1CNC(=O)c1cc(-c2ccc(F)cc2C)n[nH]1,nt,-20%,nt,i,4.1%,1%,-3.0,1%,nt
Cc1ccc(/C=N/NC(=O)c2ccc(NC(=O)c3ccccc3Cl)cc2)o1,1%,0%,-11%,i,4.0%,7%,-0.1,0%,-1%
CCOC(=O)C1(C)C=C(Nc2ccccc2)C(=O)N1c1ccccc1 (stereo unspecified),10%,-2%,-5%,i,0.6%,2%,-0.3,-10%,1%
c1ccc(-c2nnnn2-c2ccccc2)cc1,1%,-20%,3%,i,0.3%,-12%,1.2,8%,-1%
O=S(=O)(c1ccc2ccccc2c1)n1nc(-c2ccco2)nc1NCc1ccc(F)cc1,5%,-23%,-1%,nt,3.0%,2%,nt,-19%,nt
COC(=O)c1ccccc1-c1ccc(/C=N/NC(N)=O)o1,-1%,0%,-8%,i,3.5%,-14%,-2.0,3%,-1%
Cc1ccc(S(=O)(=O)N2CCC(C(=O)OCC(=O)N3CCc4ccccc43)CC2)cc1,nt,-7%,11%,i,0.4%,29%,-1.0,8%,-5%
Cn1c(=O)c2c(SCc3c(F)cccc3Cl)nc(CC(C)(C)C)nc2n(C)c1=O,-1%,-14%,2%,i,-1.1%,2%,0.1,-2%,-2%
COc1cccc(OC)c1C(=O)OCC(=O)NCc1ccco1,0%,-2%,8%,i,2.1%,3%,-1.8,13%,-3%
O=C(CNC(=O)C1COc2ccccc2O1)N/N=C\c1cccc(O)c1 (stereo unspecified),19%,-13%,-12%,i,0.3%[9.22 µM],15%,2.4,-8%,1%
O=[N+]([O-])c1ccc(N/N=C2\CC3CC=CC23)cc1 (stereo unspecified),?,-22%,?,i,7.8%,-60%[inhibitor],2.2,?,-1%
N#Cc1ccc(OCC(=O)OCC(=O)Nc2ccc(N3CCOCC3)cc2)cc1,-2%,1%,-3%,i,0.5%,-3%,-1.9,1%,3%
CC(=O)N1CCCc2ccc(NS(=O)(=O)c3ccc(C)cc3)cc21,-5%,-11%,?,i,2.6%,-4%,3.2,-27%,-1%
COc1ccc(OCC(=O)NN2Cc3ccccc3C2=N)cc1,1%,-7%,10%,i,0.2%,-10%,-2.4,2%,-1%
S=C(Nc1ccc(Cl)cc1)N(CCCN1CCOCC1)Cc1ccco1,6%,-8%,16%,i,3.5%,-11%,-4.8,2%,-13%
O=C(NCCN1CCCCCC1)C1CC(=O)N(CCc2ccccc2)C1 (stereo unspecified),-1%,-10%,6%,i,-0.8%,9%,0.1,-28%,-1%
Cc1ccn2c(C(=O)N/N=C\c3cccs3)c(C)nc2c1,-10%[1.84 µM],-28%,1%,i,3.0%,12%,0.6,4%,-6%
CCCCC1CCC(C(=O)Nc2ccc(S(=O)(=O)Nc3nccs3)cc2)CC1 (stereo unspecified),-1%,-36%,-5%,i,0.1%,-1%,2.0,?,2%
COc1ccc(NS(=O)(=O)c2ccc(N3CCOCC3)c(NC(=O)/C=C/C(=O)O)c2)cc1,-3%,5%,21%,i,1.6%,-5%,0.8,6%,nt
CCc1ccc(NC(=O)c2sc3nc4c(cc3c2N)CN(CC)CC4)cc1,-8%,-40%,?,nt,5.4%,-28%,nt,-22%,nt
Cc1nc2ccc(NC(=O)C3(C)CCCN(C(C)C)C3)cc2o1 (stereo unspecified),nt,7%,nt,i,-0.3%,-17%,0.9,18%,nt
CCCCc1nc(SCC(=O)Nc2ncccn2)n[nH]1,-3%,3%,-5%,i,0.2%,25%,-0.2,-1%,0%

3 compounds out of the list, sorted by molar mass, largest number first:
Structure,A549 tox,HepG2 tox,Nrf2 block,pAkt inh,Nrf2 activator,Abeta rescue,CCT chaperon mod,TGFb inhibitor,MmCpn inh
CCc1ccc(NC(=O)c2sc3nc4c(cc3c2N)CN(CC)CC4)cc1,-8%,-40%,?,nt,5.4%,-28%,nt,-22%,nt
Cc1nc2ccc(NC(=O)C3(C)CCCN(C(C)C)C3)cc2o1 (stereo unspecified),nt,7%,nt,i,-0.3%,-17%,0.9,18%,nt
Cc1ccn2c(C(=O)N/N=C\c3cccs3)c(C)nc2c1,-10%[1.84 µM],-28%,1%,i,3.0%,12%,0.6,4%,-6%

Carrying on.
Structure,A549 tox,HepG2 tox,Nrf2 block,pAkt inh,Nrf2 activator,Abeta rescue,CCT chaperon mod,TGFb inhibitor,MmCpn inh
Cc1cc(C)c2c(N)c(C(=O)Nc3ccccc3Br)sc2n1,-8%,-37%,?,i,8.9%,5%,-0.3,-28%,-1%
Cc1ccc(C)c(OCCn2cc(C(=O)O)c3ccccc32)c1,-8%,-19%,-12%,i,0.3%,17%,-3.3,0%,1%
COc1ccc(C(=O)Nc2cccc(S(=O)(=O)NC3=NCCCCC3)c2)cc1,1%,-3%,?,i,3.0%,11%,-0.4,-9%,0%
CC(O)C(NS(=O)(=O)c1ccc(Cl)cc1)C(=O)OCc1cc([N+](=O)[O-])cc2c1OCOC2 (stereo unspecified),1%,-11%,?,i,2.9%,-13%,0.2,-24%,0%
COc1ccc(S(=O)(=O)N(C)CC(=O)NCCN2CCOCC2)cc1Cl,1%,7%,2%,i,0.0%,7%,0.8,-15%,-1%
CN(C)c1ccc(NC(=O)c2sc(SCC(=O)Nc3nccs3)nc2N)cc1,-6%,-31%,12%,i,4.8%,0%,-0.5,-23%,-6%
C=CCN1C(=O)/C(=C\c2cccc(OC(=O)c3ccco3)c2)SC1=S,?,-4%,-18%,i,7.8%,-6%,-1.5,22%,-1%
CCCS(=O)(=O)N1CC(=O)N(c2cc(C)cc(C)c2)C(C)(C(=O)NC2CCCCCC2)C1 (stereo unspecified),0%,-10%,21%,nt,0.5%,-18%,nt,0%,nt
O=C(N/N=C1\CCSC1)c1cc(Cl)ccc1O,?,6%,?,i,2.6%,2%,-4.0,31%[activator],1%
CC(NNC(=S)N1CCCCCC1)c1ccc2ccccc2n1 (stereo unspecified),nt,-14%,nt,nt,-0.3%,-89%[inhibitor],1.2,?,nt
COc1ccccc1C(=O)NC(=O)CSc1nnnn1C,23%,-14%,6%,i,0.1%,3%,0.3,15%,-3%
CC(C)c1ccc(NC(=O)CSc2nc(=O)n(CCN3CCOCC3)c3c2CCC3)cc1,-3%,-7%,-23%,i,-0.5%,4%,-4.0,15%,-4%
CN(CC(=O)N1CCN(c2ccccc2)CC1)S(=O)(=O)c1cccs1,11%,-2%,13%,i,4.8%,11%,1.3,11%,-1%
CC(O)(c1cccc(F)c1)c1nc(-c2ccccc2)cs1 (stereo unspecified),nt,-15%,nt,i,0.7%[9.22 µM],-21%,-0.7,-23%,nt
Cc1ccc(C)c(S(=O)(=O)c2nnn3c2nc(NC2CCCC2)c2sccc23)c1,?,-2%,-113%,nt,4.9%,6%,nt,0%,nt
Cc1noc(NS(=O)(=O)c2ccc(NC(=O)C(C)C)cc2)c1C,6%,-3%,6%,i,-0.2%,-1%,-0.3,13%,0%
CCOC(=O)c1ccc(NC(=S)Nc2ccc(C)cc2)cc1,-9%,-1%,?,i,0.4%,18%,2.4,-19%,2%
CCOC(=O)C1=C(CC)Nc2ccccc2N=C1NC(=O)c1cc(C)on1,?,-24%,23%,i,-0.5%,6%,-3.0,0%,2%
NC1=NC[C@H](Cc2ccc(O)cc2)N1CCC12CC3CC(CC(C3)C1)C2,-4%,-5%,4%,i,3.5%,-14%,1.2,-8%,3%
COc1cc(-c2nccc3cc4c(cc23)OCO4)cc(OC)c1OC,-14%,-7%,13%,i,0.3%,-9%,0.7,8%,nt
Cc1nc(NC(=O)COC(=O)c2cccs2)c(Cl)cc1Cl,4%,-3%,7%,i,3.9%,-10%,-0.7,-19%,-6%
CC(=O)N1NC(=Nc2ccccc2)SC1(C)C,-1%,2%,?,i,1.7%,21%,-3.4,-5%,-4%
N#C/C(=C\c1ccc(C#N)cc1)C(=O)c1ccccc1,1%,-31%,?,i,2.9%,1%,-1.5,-29%,-4%
CCCn1nc(NC(=O)c2cccs2)c2cc3cc(C)ccc3nc21,-16%,2%,16µM*,i,2.2%,nt,-0.4,-4%,-4%
